# HePTP inh: inhibitors of human HePTP phosphatase, primary screen, biochemical, absorbance, leukemia target; 110,000 compounds, 0.64% hits; inhibition, % at 20 µM; recombinant HePTP phosphatase activity, OD absorbance; Tyrosine-protein phosphatase non-receptor type 7 (Homo sapiens), P35236; in the data active = inhibition above about 50%;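 also: plate controls were vehicle for no effect and reference inhibitor for full effect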
# Target sequence (P35236 whole entry, looked up): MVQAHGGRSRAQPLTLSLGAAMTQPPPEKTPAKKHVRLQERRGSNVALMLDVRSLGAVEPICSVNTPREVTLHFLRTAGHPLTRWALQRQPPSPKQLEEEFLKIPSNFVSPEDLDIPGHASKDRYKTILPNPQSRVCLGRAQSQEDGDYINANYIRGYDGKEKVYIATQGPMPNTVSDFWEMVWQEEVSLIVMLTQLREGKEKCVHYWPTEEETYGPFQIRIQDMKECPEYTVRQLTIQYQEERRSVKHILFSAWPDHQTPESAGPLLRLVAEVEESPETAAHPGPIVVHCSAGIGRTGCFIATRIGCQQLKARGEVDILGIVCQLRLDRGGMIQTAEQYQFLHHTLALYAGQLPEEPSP
# BAP1 inh: inhibitors of BAP1 deubiquitinase, primary screen, biochemical, Ub-AMC fluorescence, kinetic; Ubiquitin carboxyl-terminal hydrolase BAP1 (Homo sapiens), Q92560; recombinant BAP1, Ub-AMC hydrolysis fluorescence kinetic; stronger effect = lower value; activity remaining (% of control), % at 20 µM; 72,000 compounds, 0.48% hits;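 active = activity remaining at or below 50% of control, provided the compound also passes the data quality filters; inactive = the rest, including low values that fail the filters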;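 also: 100% = DMSO wells rate and 0% = substrate alone blank rate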
# Target sequence (Q92560 whole entry, looked up): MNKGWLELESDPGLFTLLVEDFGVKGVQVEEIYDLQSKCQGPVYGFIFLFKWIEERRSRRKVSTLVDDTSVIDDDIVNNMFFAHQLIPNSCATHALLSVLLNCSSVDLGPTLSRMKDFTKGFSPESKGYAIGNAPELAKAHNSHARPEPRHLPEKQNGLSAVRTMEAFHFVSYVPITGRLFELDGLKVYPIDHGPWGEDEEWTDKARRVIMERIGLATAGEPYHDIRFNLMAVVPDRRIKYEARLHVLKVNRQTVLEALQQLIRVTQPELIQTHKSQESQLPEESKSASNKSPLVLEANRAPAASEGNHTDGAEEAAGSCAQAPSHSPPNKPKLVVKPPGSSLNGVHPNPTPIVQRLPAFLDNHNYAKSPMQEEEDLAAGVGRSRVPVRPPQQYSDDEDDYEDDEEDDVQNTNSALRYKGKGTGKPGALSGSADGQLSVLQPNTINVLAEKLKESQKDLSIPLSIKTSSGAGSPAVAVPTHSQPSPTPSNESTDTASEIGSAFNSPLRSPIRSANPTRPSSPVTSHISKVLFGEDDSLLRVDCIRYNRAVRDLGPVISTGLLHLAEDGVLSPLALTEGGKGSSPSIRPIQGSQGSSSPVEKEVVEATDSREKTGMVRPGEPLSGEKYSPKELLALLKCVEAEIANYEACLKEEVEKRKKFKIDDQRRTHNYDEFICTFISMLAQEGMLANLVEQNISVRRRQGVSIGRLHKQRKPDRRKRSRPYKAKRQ
# * = called active by the depositor; . = no result given; & = joins results of further samples.
SMILES,HePTP inh,BAP1 inh
Cc1c(N=Cc2ccc(-c3ccc(Cl)cc3)o2)c(=O)n(-c2ccccc2)n1C,9.3,74.2
CCCN1C(=O)C(NC(C)=O)c2cc(OC)ccc21 (stereo not drawn),5.6,103.7
COc1ccc(NC(=O)CSc2ncccn2)cc1,8.8,.
CCCOc1ccc(Cl)cc1CN1CCOCC1,1.3,74.5
Cc1cc2ncn(S(=O)(=O)N3CCOCC3)c2cc1C,-5.8,125.1
COc1ccccc1N1C(=O)NC(=O)/C(=C/c2ccc(Br)s2)C1=O,-17.0,.
O=C(Cn1cnc2c(nnn2Cc2ccc(F)cc2)c1=O)OCc1ccccc1,.,93.1
O=C(O)CN1C(=O)/C(=C\c2ccc(OC(=O)c3ccc(Cl)cc3Cl)cc2)SC1=S,3.9,.
O=C(COc1ccc(Cl)cc1Cl)N1CCCc2ccccc21,-1.4,.
COC(=O)C1=CNC=C(C(=O)OC)C1c1cc(OC)c(OC)c(OC)c1,5.3,.
CC(C)c1ccc(OCC(=O)NCc2ccco2)cc1,1.2,75.0
Cc1cccc(-n2nnc(C(=O)NC3CCCc4ccccc43)c2N)c1 (stereo not drawn),5.4,58.0
c1csc(-c2nnc3ccccn23)c1,10.2,135.8
CCOC(=O)c1ccc(Oc2c(C)oc3c(CN4CCN(C)CC4)c(O)ccc3c2=O)cc1,1.5,419.0
O=Cc1ccc(-c2ccccc2OC(F)(F)F)o1,-2.3,.
O=C(CSc1nccn1Cc1ccccc1)c1ccc([N+](=O)[O-])cc1,-14.2,.
Cc1nn(-c2nc3ccccc3s2)c(C)c1Oc1ccccc1O,11.8&0.9,.
COc1ccc(Br)cc1CN1CCN(S(=O)(=O)c2ccccc2)CC1,0.8,.
O=C(CCCN1C(=O)c2ccccc2C1=O)Nc1sc2c(c1C(=O)NCc1ccco1)CCC2,7.6,.
O=C(CCCCCn1c(SCc2ccncc2)nc2ccccc2c1=O)NCc1ccco1,0.8,88.5
COc1ccc(C(C)(C)C)cc1NC(=O)c1c(C)noc1C,8.7,62.8
COc1ccc(-n2c(SCC(=O)c3ccc(Br)cc3)nc3ccccc3c2=O)cc1,6.9,.
COCCOC(=O)c1ccc(NC(=O)c2ccc(OC)cc2)cc1,1.8,.
Nc1nc(SCC(=O)Nc2ccc(Br)cc2F)n[nH]1,11.2,100.0
Cc1nn2c(-c3ccc(Cl)cc3)nnc2s1,8.6,64.3

# Part of the list above in order of length of the SMILES, ascending.
SMILES,HePTP inh,BAP1 inh
CCCOc1ccc(Cl)cc1CN1CCOCC1,1.3,74.5
CCCN1C(=O)C(NC(C)=O)c2cc(OC)ccc21 (stereo not drawn),5.6,103.7
Cc1nn(-c2nc3ccccc3s2)c(C)c1Oc1ccccc1O,11.8&0.9,.
COCCOC(=O)c1ccc(NC(=O)c2ccc(OC)cc2)cc1,1.8,.
O=C(CCCN1C(=O)c2ccccc2C1=O)Nc1sc2c(c1C(=O)NCc1ccco1)CCC2,7.6,.

# Back to the main list, starting four compounds before the break.
SMILES,HePTP inh,BAP1 inh
COc1ccc(-n2c(SCC(=O)c3ccc(Br)cc3)nc3ccccc3c2=O)cc1,6.9,.
COCCOC(=O)c1ccc(NC(=O)c2ccc(OC)cc2)cc1,1.8,.
Nc1nc(SCC(=O)Nc2ccc(Br)cc2F)n[nH]1,11.2,100.0
Cc1nn2c(-c3ccc(Cl)cc3)nnc2s1,8.6,64.3
COc1ccccc1NS(=O)(=O)c1ccc(Br)cc1,-6.6,.
CC1C2C=CC(C1C(=O)N(C=O)c1cccc([N+](=O)[O-])c1)C2C1=CCCC1 (stereo not drawn),1.3,.
O=C(NCc1ccc2c(c1)OCO2)c1cc(-n2cnnc2)ccc1Cl,0.4,92.8
CCOC(=O)Cc1nnc(NC(=O)Nc2ccccc2)s1,3.5,104.3
CCOC(=O)C1C2C=CC3(CN(C4CCCC4)C(=O)C13)O2 (stereo not drawn),4.6,99.3
Cc1ccc2nc(-c3cc(NC(=S)NC(=O)c4ccco4)ccc3Cl)oc2c1,13.7,.
CC1(C)Cc2c(sc3ncn4nc(-c5ccncc5)nc4c23)C(C)(C)N1,7.0,.
CCOC(=O)c1cc2c(=O)n3ccccc3nc2n(Cc2ccco2)c1=NC(=O)c1cccnc1,3.2,.
CN(C)c1ccnc2sc3c(=O)n(Cc4ccccc4)cnc3c12,9.6,77.6
Cc1ccc(/C=c2/sc3nnc(-c4ccccc4Cl)n3c2=O)o1,10.6,77.1
Cc1ccc2nc(-c3ccc(NC(=O)c4ccc5c(c4)OCCO5)cc3)sc2c1,-28.5,.
COc1cccc(OC)c1C(=O)N1CCN(S(=O)(=O)c2ccccc2)CC1,4.6,103.8
Cc1cc(N2CC34C=CC(O3)C(C(=O)O)C4C2=O)no1 (stereo not drawn),1.1,94.0
O=C(NC(=O)N(c1ccc(Cl)cc1)S(=O)(=O)c1ccccc1)Nc1ccccc1Cl,.,63.5
COc1ccc(CN2CCN(C(=O)CC(C)C)CC2)c(OC)c1OC,-5.5&-14.8,83.9
O=C(CCc1ccccc1)Nc1ccc(Cl)cc1C(F)(F)F,2.4,.
COCCOC(=O)c1ccc(NC(=O)c2ccc(-c3ccccc3)cc2)cc1,-4.1,.
CCCOc1cccc(C(=O)Nc2ccc(F)c([N+](=O)[O-])c2)c1,-19.9,.
COc1ccccc1NC(C)=O,-1.5,.
CC(=O)NC(=O)Nc1sc(=S)n(C)c1C,8.4,84.8
CCOC(=O)c1c(CN2CCN(c3ccccc3)CC2)oc2ccc(O)cc12,10.1,98.3
Cc1nc2ccc(NC(=O)N3CCC(c4ccccc4)C3)cc2nc1C (stereo not drawn),11.5,284.9
O=C1c2cccc3cccc(c23)C(=O)N1/N=C/c1ccco1,-7.4,.
CS(=O)(=O)N(CC(=O)O)c1ccc(F)cc1,8.5,.
Cc1ccnc(NS(=O)(=O)c2ccc(N3C(=O)C4CC=CCC4C3=O)cc2)n1 (stereo not drawn),.,73.5

# (continued)
SMILES,HePTP inh,BAP1 inh
O=C(Nc1cccc(Oc2ccc(C(=O)O)c(C(=O)O)c2)c1)c1ccc(-c2ccccc2)cc1,102.5*,.
Cc1c(NC(=O)c2cccs2)cccc1[N+](=O)[O-],-1.7,.
CC(C)(C)OC(=O)N1CCCC(C(=O)CC#N)C1 (stereo not drawn),10.4,73.2
CC(=O)Nc1ccc(C(=O)CSc2nnc(Cn3nnc4ccccc43)n2C)cc1,2.2,98.9
Cc1c(N=Cc2c(O)n(Cc3ccco3)c(=O)c3ccccc23)c(=O)n(-c2ccccc2)n1C,13.3,101.4
O=C(Nc1ccc(N2CCOCC2)cc1)c1cccc2c(Br)cccc12,8.5,.
Clc1ccc(-c2nn3c(-c4ccccc4)nnc3s2)cc1,10.9,89.7
CCOC(=O)CC(=O)CSc1nc(-c2cccnc2)ccc1C#N,-6.9,95.3
CC(C)c1ccc(O)c(N)c1,4.2,99.3
COc1ccc(CN2CCN(Cc3ccncc3)CC2)cc1Br,7.3,.
Cc1cc(Br)ccc1NC(=O)c1ccc(C)c([N+](=O)[O-])c1,-10.1,.
CCOC(=O)N1CCN(C(c2ccc(C)cc2)c2sc3nc(C)nn3c2O)CC1 (stereo not drawn),5.5,101.0
N#C/C(=C\c1cn(CC(=O)Nc2ccccc2)c2ccccc12)C(=O)NCc1ccccc1,0.1,.
O=C1CC(N2CCN(C3CC(=O)N(c4ccc(F)cc4)C3=O)CC2)C(=O)N1c1ccc(F)cc1 (stereo not drawn),-8.6,.
CCOC(=O)c1sc(NC(=O)CSc2n[nH]c(-c3ccccc3)n2)c(C#N)c1C,16.8,68.7
Oc1ccc(Br)cc1C=Nc1cccc2ccccc12,8.4,.
COc1c(Cl)cc(Cl)cc1/C=C(\C#N)c1nn(CCO)c(N)c1C#N,-13.2,.
Cn1c(C(=O)N2CCCC(C(=O)NCCCSC3CCCCC3)C2)cc2sccc21 (stereo not drawn),6.2,93.9
CCn1c(NC(=O)c2cccc(Cn3cc(Cl)cn3)c2)nc2ccccc21,7.1,76.8
O=C(O)/C=C/C(=O)Nc1ccc(Oc2ccc(Oc3ccc(NC(=O)/C=C/C(=O)O)cc3)cc2)cc1,15.0,.
CCOC(=O)c1cc2n(c1N(C(C)=O)C(C)=O)-c1ccccc1C2=O,-17.5,.
Cc1cc2c(=O)n(CC(=O)N3CCN(c4ccc(F)cc4)CC3)cnc2s1,1.4,99.5
COc1ccc(S(=O)(=O)Cc2ccc(C(=O)N3CCN(c4ccccn4)CC3)o2)cc1,-6.5,99.0
COc1ccc(CNC(=O)CSc2cccc3cccnc23)cc1,1.6,.
COc1ccc(-c2cc(-c3ccc(C)cc3)nc(N/N=C/c3cccnc3)n2)cc1OC,7.7,.

# Continuation:
SMILES,HePTP inh,BAP1 inh
COC(=O)COn1c(SCC(=O)OC)nc2ccccc2c1=O,-5.0,87.6
Cc1nn(C)c(C)c1S(=O)(=O)Nc1ccc2c(c1)OCO2,-6.1,102.0
O=C1NN(c2ccccc2)C(=O)/C1=C/c1cccc(Br)c1,6.3,.
Cc1cc(Cl)ccc1NC(=O)C(=O)N/N=C/c1ccccc1F,4.0,.
CCC(C)(C)n1nnnc1C(c1ccccn1)N1CCOCC1 (stereo not drawn),3.7,103.2
CC1=CC(=O)C=C/C1=N\OS(=O)(=O)c1ccc(C)cc1,-5.2,.
COc1ccc2c(c1)-c1c(ssc1=S)C(C)(C)N2CC(=O)c1ccccc1,-7.6,.
COC(=O)C1=C(C)NC(=O)N(C(C)=O)C1c1cccc([N+](=O)[O-])c1 (stereo not drawn),3.0,.
Cc1ccc(-c2nc3ccccc3[nH]2)cc1NC(=O)Cc1ccccc1,-2.1,.
CCCOc1cccc(C(=O)Nc2nc(-c3ccc(C)cc3)cs2)c1,-0.7,.
Cc1ccc(CNC(=O)CN2C(=O)COc3ccc(C)cc32)cc1,-5.2,107.3
COc1ccc(OC)c(S(=O)(=O)NCc2ccc3c(c2)OCO3)c1,-3.5,.
COc1ccccc1NC(=O)N1CCc2ccccc21,8.7,.
CC1=C(C(=O)OCCc2ccccc2)C(c2ccccc2)NC(=O)N1 (stereo not drawn),7.4,.
O=C(CSc1nc(NS(=O)(=O)c2ccccc2)cc(=O)[nH]1)Nc1ccc(F)cc1,-1.9,98.3
CC1(C)CC(=O)C2=C(C1)NC1=C(C(=O)CC(C)(C)C1)C2c1ccccc1Cl,-3.1,.
CNC(=O)c1cc2c(ccc3ccccc32)oc1=N,1.4,257.6
Cc1ccc(S(=O)(=O)NC2CCCC(C(=O)O)C2)cc1 (stereo not drawn),7.5,78.1
COc1ccc(/C(O)=C2/C(=O)C(=O)N(Cc3cccnc3)C2c2ccncc2)cc1F (stereo not drawn),1.5,82.0
O=c1/c(=C/c2cccc([N+](=O)[O-])c2)sc2nc3cc(Br)cnc3n12,1.3,.
CCCC(=O)Oc1ccc2c(=O)c(-c3ccccc3OC)coc2c1,1.2,.
Cn1c(NCc2cccs2)nc2ccccc21,6.2,79.2
CCC(=O)NC(c1ccccc1)c1ccc2cccnc2c1O (stereo not drawn),.,97.7
O=C(N=Nc1c(O)n(CN2CCCC2)c2ccccc12)c1ccncc1,10.2,.
COc1cccc(OC)c1OCCNCC1CSc2ccccc2O1 (stereo not drawn),.,98.0

# Other results
SMILES,HePTP inh,BAP1 inh
O=C(NCCCO)C(=O)NCC1CCCO1 (stereo not drawn),8.8,.
COc1ccccc1NC(=O)CCN1C(=O)S/C(=C/c2ccc(OC)c(OC)c2)C1=O,-4.5,.
NC(=O)NC(c1ccccc1)c1ccccc1Br (stereo not drawn),3.2,.
Cc1ccccc1-c1nc(CS(=O)(=O)CC(=O)Nc2cc(F)ccc2F)c(C)o1,-1.8,90.5
COCCN=C1NS(=O)(=O)c2ccccc21,-0.8,.
Clc1ccccc1Cc1noc(-c2ccc(Br)cc2)n1,-10.4,.
Cc1c(Cl)cccc1NC(=O)c1cc(C2CC2)on1,4.1,83.6
Cc1ccc(NCCC(=O)c2cccs2)cc1Cl,1.9,.
COc1ccc(CN2C(=O)CN=C2Nc2cccc(C)c2C)cc1,9.4,100.8
CCn1c2ccccc2c2nnc(SCC(=O)Nc3ccc([N+](=O)[O-])cc3)nc21,-5.8,.
COc1cccc(C2CC(c3ccccc3)Nc3ncnn32)c1 (stereo not drawn),.,105.1
CCCOc1ccc(C2NC(=O)NC(C)=C2C(=O)OCC2CCCO2)cc1 (stereo not drawn),-1.1,.
N#Cc1c(NCCN)nc(NCc2ccccc2)c2c1CCN(Cc1ccccc1)C2,4.4,.
CN(CC(=O)Nc1ccc2c(c1)OCCO2)S(=O)(=O)c1ccc(Br)s1,-0.3,107.9
Fc1ccccc1C=NN1CCN(Cc2ccccc2)CC1,-7.2,.
O=c1[nH]cnc2sc3c(c12)CCCC3,9.6,101.2
CC(C)(C)NC(=O)c1cc(N)cc(N)c1,6.0,.
Cc1ccc(-c2cc(C(F)(F)F)n3ncc(C(=O)Nc4cccnc4)c3n2)cc1,-3.9,.
O=C(Nc1ccc2c(c1)OCO2)c1nn2c(C(F)(F)F)cc(-c3ccco3)nc2c1Cl,1.5,.
O=C(C1=C(O)C(=O)N(Cc2ccco2)C1c1cccnc1)c1cc2ccccc2o1 (stereo not drawn),1.9,66.8
Cc1nn(S(=O)(=O)N2CCCCC2)c(C)c1Br,7.3,118.1
CC#CCCC(=O)N1C=Cc2ccccc2C1C#N (stereo not drawn),-4.2,102.8
CN(C1=C(Cl)C(=O)N(c2ccccc2)C1=O)c1ccccc1,6.1,.
N/C(=N\OC(=O)c1ccccc1F)c1ccc(Br)cc1,-7.6,.
CCOc1ccc(NC(=O)c2c(Cl)cccc2Cl)cc1,-11.0,.
Cc1ccc(Cn2c(=N)c(C(=O)NCc3ccco3)cc3c(=O)n4ccccc4nc32)cc1,8.7,.
Clc1ccccc1-c1nn2c(-c3ccncc3)nnc2s1,2.8,54.8
Cc1ccccc1CS(=O)(=O)CCC(=O)NCc1ccccn1,6.8,111.6
O=C(Nc1ccc2nccnc2c1)N1CCN(c2ccccc2)CC1,6.6,.
